ALOX12 inh = ALOX12 (human) lipoxygenase inhibition | P18054 | purified 12hLO, xylenol orange hydroperoxide absorbance | Potency, µM (series often up to 108 µM), without a hit: top-dose activity change, negative = inhibition, hits mostly inhibitors | actives 1.1% (n = 580,000) | AID 1671190; active = well fitted inhibition curve with a large enough effect; inconclusive = small, poorly fitted or top-dose-only effect, or another doubt; inactive = no such curve, though single readings can be large or run the other way
Target sequence (P18054 whole entry, looked up): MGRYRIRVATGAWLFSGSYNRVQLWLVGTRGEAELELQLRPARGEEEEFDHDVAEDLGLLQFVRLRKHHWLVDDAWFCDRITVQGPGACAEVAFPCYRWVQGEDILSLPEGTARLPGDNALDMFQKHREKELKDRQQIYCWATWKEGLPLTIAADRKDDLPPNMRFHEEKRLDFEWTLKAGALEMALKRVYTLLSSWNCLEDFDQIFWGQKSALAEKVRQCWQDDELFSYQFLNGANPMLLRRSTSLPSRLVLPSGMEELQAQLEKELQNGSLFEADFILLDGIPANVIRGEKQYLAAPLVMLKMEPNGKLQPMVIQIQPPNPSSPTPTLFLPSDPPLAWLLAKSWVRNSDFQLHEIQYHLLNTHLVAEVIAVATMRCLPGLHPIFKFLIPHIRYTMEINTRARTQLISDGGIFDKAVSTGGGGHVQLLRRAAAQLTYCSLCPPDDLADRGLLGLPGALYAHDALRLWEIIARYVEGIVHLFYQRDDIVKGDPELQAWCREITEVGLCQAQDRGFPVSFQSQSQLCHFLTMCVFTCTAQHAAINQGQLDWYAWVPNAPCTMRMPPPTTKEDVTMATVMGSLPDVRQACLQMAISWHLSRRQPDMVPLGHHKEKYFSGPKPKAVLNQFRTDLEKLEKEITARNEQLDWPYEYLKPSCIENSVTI
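Purified human 12hLO (150 nM final) in 25 mM Hepes, 0.01% Triton X-100, pH 7.0 was preincubated 15 min at room temperature with compound. Then 40 uM arachidonic acid was added, 30 min. Hydroperoxide was read by Fe-XO absorbance ratio 573/405 nm.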
* hit, by the source's call; ? = inconclusive; [ ] = another dose, or the depositor's remark. % is set by controls: 0 for no effect and ±100 for the full control effect; potency is the fitted concentration of half-maximal effect. Some of the compounds tested (hit frequency here may not be typical).

SMILES	ALOX12 inh
Cn1c(=O)c2cc(NC(=S)NC3CCCCC3)ccc2n1Cc1ccc(F)cc1	?
Nc1[nH]c(C(=O)c2ccc(Br)cc2)c(-c2ccc(Cl)cc2Cl)c1C(=O)NCCc1c[nH]c2ccccc12	-13.2%
CC1(CBr)C2CCC1(CBr)c1nc3cc(Cl)c(Cl)cc3nc12 (stereo not given)	5.8%
Cc1ccccc1-c1cc2nc(Oc3ccc4c(c3)OCO4)n(C)c(=O)c2s1	-57.3%
N#CC1(NC(=O)CSc2ncccn2)CCCC1	47.4%[activator]
O=C(Cn1nnc(-c2cccc(F)c2)n1)N(Cc1cccs1)c1ccc2c(c1)OCCO2	-17.6%
CCc1cccc(NC(=O)N2CCC(OC3CCN(S(C)(=O)=O)CC3)CC2)c1	27.8%
Cc1cc2nc(C3CCCCC3)c(Cc3ccsc3)n2c(C)c1Br	?
O=C(OCC(=O)c1c[nH]c2ccccc12)c1ccccc1C(=O)c1ccc(Cl)c([N+](=O)[O-])c1	?
CCN(CC)C(=O)c1cccc2c1CCN2C(=O)Nc1cccc(C)c1	27.3%
O=c1c2sccc2ncn1Cc1coc(-c2cccc(F)c2)n1	2.9%
CCc1ccc2oc(-c3cccc(NC(=O)c4ccc([N+](=O)[O-])o4)c3)nc2c1	9.8%
COC(=O)[C@@]12C[C@@H](CC(=O)NCc3cccs3)C(=O)N(Cc3cccc4ccccc34)C1=CCC(C)(C)C2	0.3%
N#Cc1nc(COc2ccccc2)oc1NCc1ccccc1Cl	-19.1%
Cc1ccc(NC(=O)Cc2c(C)nc3nc(-c4cccs4)nn3c2C)c(C)c1	?
N#Cc1cccc(C(=O)Nc2ccc([C@H]3OCC(=O)N(Cc4ccc(F)cc4)[C@@H]3CO)cc2)c1	9.4%
O=C1CCC2c3[nH]c4ccccc4c3CCN12 (stereo not given)	?
C=CCn1c(-n2nc(C)cc2C)nc2c1c(=O)n(CCN1CCOCC1)c(=O)n2C	9.1%
CN(Cc1cccc(F)c1)c1ccc(S(N)(=O)=O)cn1	-33.5%
CCN(CC)C(=O)[C@@H](C)C1CC[C@@]2(C)Cc3sc(Nc4c(Cl)cccc4Cl)nc3[C@@H](C)[C@@H]2[C@H]1O (stereo not given in full)	?
CCC(=O)N[C@@H]1c2ccccc2C2(CCN(Cc3cnc(N(C)C)s3)CC2)[C@H]1OC	0.7%
CN(Cc1cccnc1)C(=O)CCC[C@H]1NC[C@@H]2C[C@H]1CN(Cc1ccccc1)C2	16.9%
CCNc1c(NS(=O)(=O)c2cccc(F)c2)c(=O)oc2ccccc12	-2.4%
Cc1ccc(S(=O)(=O)NCC2CN(Cc3ccccc3)CCO2)c(Br)c1 (stereo not given)	?
CSCC(=O)N1CC[C@H](NC(=O)NC2CCCCC2)[C@H]1C(=O)N[C@H](Cc1ccccc1)C(N)=O	-24.3%
O[C@@H]1C[C@@H](c2nc(-c3cccnc3)no2)N(Cc2cccs2)C1	-16.2%[176 µM]
O=[N+]([O-])c1ccc(CN2CC(N3CCC(c4ccccc4)CC3)CS2(=O)=O)cc1 (stereo not given)	-20.8%
Cc1nnc(SCC(=O)c2ccc(F)c(F)c2)n1Cc1ccccc1	-13.1%
O=C(c1ccn(COc2ccccc2)n1)N1CCN(Cc2ccc(Cl)cc2)CC1	?
CN(C)[C@@H]1CN(Cc2cccn2C)CC[C@@H]1CNC(=O)C1CC1	53.8%[activator]
Cc1ccsc1C(=O)N1CCC(C2CCN(S(C)(=O)=O)CC2)C1 (stereo not given)	12.7%
O=C(Nc1ccc(-c2nnc3n2CCCC3)cc1)c1ccc(Cl)cc1	-0.9%
Cc1noc(C)c1CCC(=O)N1CCC(C2CCN(S(C)(=O)=O)CC2)C1 (stereo not given)	19.4%
CCOc1ccc(Oc2ccc(Cl)cc2NC(=O)Cn2cnc3c2c(=O)n(C)c(=O)n3C)cc1	-1.0%
CC(=O)Nc1ccc2nc(-c3ccccc3C)oc2c1	3.9%
O=C(C1CC(=O)N(c2n[nH]c3ccccc23)C1)N1CCN(CCc2ccccn2)CC1 (stereo not given)	23.5%
Cn1cc(-c2nc(N3CCOCC3)cc3c2CN(CC2CC2)C3=O)cn1	-29.6%[176 µM]
CN(C)Cc1ccc(CNC(=O)c2nccnc2N)cc1	-2.3%
CN1Cc2ccc(NCc3ccccc3)nc2C(C)(C(=O)NC2CCC2)C1 (stereo not given)	14.6%[176 µM]
Cc1cccc(NC(=O)Cn2nc3n(c2=O)CCCC3)c1	13.6%
O=C(CN1C(=O)CCC1=O)N1CCC(CCOc2ccccc2F)C1 (stereo not given)	27.5%
CNC(=O)[C@@H]1C[C@H](Oc2cccnc2)CN1C(=O)c1n[nH]c2ccccc12	12.9%
Cc1noc(C)c1CC(=O)N1CCC2(CC1)CN([S+](C)(=O)[O-])Cc1ccccc1O2	1.2%[6.33 µM]
COCC(=O)N1CCC2(CC1)SCC(=O)N2c1ccc(Cl)cc1	54.3%[activator]
COC(=O)CNC(=O)c1nc(C(C)(C)C)c2cnccn12	8.9%[12.5 µM]
CC1(C(=O)NCc2cnccn2)CCCc2cnc(Nc3ccccc3F)nc21 (stereo not given)	-16.3%[176 µM]
O=C(NCc1nnc2ccc(-c3ccccc3)nn12)C1CCCCC1	56.6%[activator]
CC(=O)N1CC2(CCCN(Cc3cccnc3)C2)Cc2ccccc21 (stereo not given)	2.7%[6.33 µM]
Cc1ccc(NC(=O)CN2C(=O)CCc3cc(S(=O)(=O)N4CCCC4)ccc32)cc1F	-23.3%
N#Cc1c(N)n[nH]c1CCCNc1nc(-c2cccnc2)nc2ccccc12	2.5%

Sorted by heavy-atom count (highest first): part of the list above
SMILES	ALOX12 inh
Cc1ccc(NC(=O)CN2C(=O)CCc3cc(S(=O)(=O)N4CCCC4)ccc32)cc1F	-23.3%
Cc1noc(C)c1CC(=O)N1CCC2(CC1)CN([S+](C)(=O)[O-])Cc1ccccc1O2	1.2%[6.33 µM]
CC1(C(=O)NCc2cnccn2)CCCc2cnc(Nc3ccccc3F)nc21 (stereo not given)	-16.3%[176 µM]
CNC(=O)[C@@H]1C[C@H](Oc2cccnc2)CN1C(=O)c1n[nH]c2ccccc12	12.9%
O=C(CN1C(=O)CCC1=O)N1CCC(CCOc2ccccc2F)C1 (stereo not given)	27.5%
COCC(=O)N1CCC2(CC1)SCC(=O)N2c1ccc(Cl)cc1	54.3%[activator]
COC(=O)CNC(=O)c1nc(C(C)(C)C)c2cnccn12	8.9%[12.5 µM]

Returning to the listing; the 2 compounds before the break are reprinted first.
SMILES	ALOX12 inh
Cc1ccc(NC(=O)CN2C(=O)CCc3cc(S(=O)(=O)N4CCCC4)ccc32)cc1F	-23.3%
N#Cc1c(N)n[nH]c1CCCNc1nc(-c2cccnc2)nc2ccccc12	2.5%
CCCS(=O)(=O)NCC1Cn2cccc2C(=O)N1Cc1ccccc1 (stereo not given)	25.8%
CC(C)N1CCC(C)(C(=O)Nc2cc(-c3ccccc3)nn2C)C1 (stereo not given)	23.2%
O=S(=O)(NCC1(c2ccccc2)CC1)c1cc(F)ccc1F	-20.8%
COc1cc2c(c(OC)c1)C(c1ccccc1)C1=C(CCCC1=O)N2 (stereo not given)	9.0%
Cc1cccc(C)c1OC1CN(c2cc(C3CC(O)C3)nc(N)n2)C1 (stereo not given)	60.1%[activator]
Cc1nn(CCO)c(C)c1NC(=O)CCc1cc2n(n1)CCCNC2	?
O=C(N[C@@H]1CN(C(=O)Nc2ccccc2)CCC[C@H]1O)c1ccc(OCCN2CCOCC2)cc1	-4.7%
Cc1ccc(CN2CCCCCCNC(=O)[C@@H]3CCC[C@@H]32)s1	261.0%[activator]
CN1[C@H](C(=O)O)C[C@H](C(=O)NCC(C)(C)CO)[C@@H]1c1cccc(F)c1F	1.4%
CCNC(=O)N(C1CC1)C1CCOC2(CCN(C(=O)COc3ccccc3)CC2)C1 (stereo not given)	37.4%[activator]
O=C(NCc1ccccc1)N1CCCCCC1c1nc(-c2ccncc2)no1 (stereo not given)	14.7%
CN1CCCC2(CCN(C(=O)CN3CCOc4ccccc4C3)C2)C1=O (stereo not given)	34.0%[activator]
Cc1ncccc1OCC1CN(Cc2cccc(C(F)(F)F)c2)C(=O)c2c(ccnc2-c2ccc(OCC(=O)O)cc2)O1 (stereo not given)	-6.9%
Cc1c(NC(=O)CCc2cc3n(n2)CCNC3)cccc1-c1nncn1C	?
Cc1ccc(C(=O)Nc2cccc(-c3nc(CNC(=O)c4ccc(F)cc4Cl)c(C)o3)c2)s1	5.8%
CC1(C(=O)NCc2ccccc2)CSCC(=O)N1Cc1cccs1 (stereo not given)	-1.3%
O=C(NCC12CC3CC(CC(C3)C1)C2)C1CCCCC1	16.5%
CC1CCCCN1S(=O)(=O)c1ccc2nc(N3CCCCCC3)ccc2c1 (stereo not given)	12.6µM*
COc1ccccc1NC(=O)CN1C(=O)NC2(CCC(C)CC2)C1=O (stereo not given)	-10.3%
O=C(Cc1ccc(F)cc1)N1CCCN(c2nc3ncccc3o2)CC1	-0.8%
CC(C)NC(=O)N1CCC2(CC1)CC(N(C(=O)c1ccccc1)C1CC1)CCO2 (stereo not given)	2.9%
Cc1ccccc1CCC1CCCN(S(C)(=O)=O)C1 (stereo not given)	22.9%
CC(C)C(=O)Nc1cc2c(cc1Sc1ccccc1Cl)n(C)c(=O)n2C	2.8%
CC(OC(=O)CC1Oc2ccccc2NC1=O)C(=O)NC1CCCCC1 (stereo not given)	6.7%
Cc1ccc(S(=O)(=O)N2[C@H](CC(=O)Oc3ccccc3)OC[C@@H]2C(C)C)cc1	10.8%
O=C(NCc1cccnc1)c1cc(C2CCCCN2C(=O)CCCc2ccccc2)on1 (stereo not given)	?
CCCCCCCCN1C(=O)[C@H](CC(=O)N2CCN(C(=O)OCC)CC2)C[C@@]2(C(=O)OCC)CCCC=C12	-7.5%
CCC(C)C(NC(=O)NCc1ccc(C)cc1)C(=O)O (stereo not given)	-26.5%
Cn1cnc2cnc(Nc3ccc(F)c(Cl)c3)cc21	?
Cc1ccc2c(c1)nc1n2[C@@H](CNC(=O)c2ccncc2)COC1	-16.9%[176 µM]
O=C(NCC1CCCN(C(=O)c2cn[nH]c2-n2cnnn2)C1)c1cccs1 (stereo not given)	44.5%
COc1cccc(SC(C)C(=O)c2ccc3c(c2)NC(=O)CO3)c1 (stereo not given)	-15.0%
CCc1nc(-c2c3n(c(=O)n(CC(=O)Nc4ccccc4)c2=O)CCCCC3)no1	17.9%
CCn1c(SCC(=O)c2ccc(Br)s2)nnc1-c1ccccc1	?
O=C(NC1CCCCC1)C1CCCN(C(=O)c2ccc3cc[nH]c3c2)C1 (stereo not given)	-19.1%
C[C@H](NC(=O)C1CCN(S(=O)(=O)c2ccccc2)CC1)C(=O)NCc1cccnc1	?
CC(C)Oc1ccc(C(=O)/C(=C\c2cccnc2)c2nc3ccccc3o2)cc1	-1.1%
CC(=O)Nc1ccc(C)cc1S(=O)(=O)N1CCCCCC1c1cccs1 (stereo not given)	1.1%
O=C1NCCCCCCN(Cc2ccncc2)[C@@H]2CN(Cc3ccncc3)CC[C@H]12	86.5%[activator]
CCn1cc(-c2ccccc2)cc1C(=O)NCc1ccccn1	43.9%[activator]
Cc1ccccc1N(C)C1CN([S+](=O)([O-])c2cccs2)C1	50.9%[176 µM]
Cc1nc(S(=O)(=O)N2CCC(C)CC2)c(C#N)c(C)c1Cl	58.7%
CCn1cc(C(=O)N2CC(=O)N(CCc3ccccc3)CC(OCc3cccc(OC)c3)C2)cn1 (stereo not given)	-0.9%
CCCC/C=C/CCCCO	13.6%[176 µM]
CCCNC(=O)CNC(=O)c1cc(=O)[nH]c2ccccc12	?
CC(C)(C)CC(=O)N1CCN(C2CCCCC2)CC1	2.1%
COCCOCC(=O)N1[C@@H]2CC[C@H]1CC(NC(=O)c1ccc(F)cc1)C2 (stereo not given in full)	5.0%
Cc1ccc2nc(C)cc(C(=O)OC(C)C(=O)Nc3cc(C)on3)c2c1 (stereo not given)	-29.4%
Cc1[nH]cnc1CN1CCN(C2CCCC2)CC(C(=O)O)C1 (stereo not given)	128.5%[activator]
COc1ccc(Cl)cc1N1CC(c2nc3ccccc3n2C)CC1=O (stereo not given)	-1.0%

Next part:
SMILES	ALOX12 inh
Cc1ccc2nc3n(c2c1)[C@@H](CNC1CCCCC1)COC3	60.6%[activator][176 µM]
Cc1cc(=O)n(CC(=O)Nc2ccc(Br)cc2F)c(N(C)Cc2ccccc2)n1	15.8%
Cc1ccc(Cc2ccc(C(=O)O)o2)cc1	-34.2%
O=C(O)CCc1ncc(-c2ccccc2F)o1	?
COc1ccc(S(=O)(=O)N2C[C@@H]3C[C@H](C2)c2ccc(NS(=O)(=O)c4cccs4)c(=O)n2C3)cc1	47.9%[activator]
Cc1ccccc1C(=O)N1CCN(c2ccc([N+](=O)[O-])c(-n3nc(C)c4ccccc4c3=O)c2)CC1	0.5%
CC(C)[C@@H]1O[C@H](CCc2ccccc2)CC2=C1C(=O)OC(C)(C)O2	-13.0%
O=C(NC[C@H]1OC[C@@H](NC2CCC(F)(F)CC2)[C@@H]1O)N1CCOCC1	6.6%[176 µM]
CCC(=O)N(C1CCOCC1)C1CCN(Cc2ccc(OC)c(OC)c2)CC1	76.8%[activator]
O=C(c1cn(C2CCCN(Cc3cc(Cl)ccc3O)C2)nn1)N1CCCCC1 (stereo not given)	0.3%
CC(C)C(=O)Nc1ccc(Cl)cc1F	?
Cc1oc(C23CC4CC(CC(C4)C2)C3)cc1C(=O)NC1CCOC1=O (stereo not given)	0.0%
CCOc1ccccc1C(=O)N1CCC(c2n[nH]c(=O)n2Cc2ccc(OC)cc2)CC1	?
CC(C)(C)c1cc(C(=O)N2CCCC2)nn2cccc12	?
